Efflux pump inh = inhibitors of Candida antifungal efflux pumps expressed in yeast; S. cerevisiae Candida pump triplex, Nile Red efflux; inhibition, % at 10 µM; actives 0.44% (n = 330,000);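 active = plate passing quality check with inhibition over a set limit, or well fluorescence over plate mean plus 4 SD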;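 also: Nile Red retained in pooled yeast measured as flow cytometry median fluorescence; 0% = buffer negative control and 100% = Enniatin B positive control; higher means more Nile Red kept so more efflux inhibition; some compounds called inactive have numbers as strong as hits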
MEX-5 binding = C. elegans MEX-5 TCR-2 RNA binding activity. Q9XUB2. MEX-5/FITC-TCR2 RNA binding, fluorescence polarization; hits give low values. activity score (negative = inhibition of binding), % at 10 µM. actives 0.38% (n = 300,000). AID 1832;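 active = inhibition past about -25% in most replicates, and total fluorescence under double the plate's negative control median, limit read from the data; inconclusive = replicates evenly split on the limit, or fluorescence at least double controls; inactive = too little inhibition in most replicates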;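 also: 0% = DMSO and -100% = 5 µM competing unlabeled TCR2 RNA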
Target sequence (Q9XUB2 whole entry, looked up): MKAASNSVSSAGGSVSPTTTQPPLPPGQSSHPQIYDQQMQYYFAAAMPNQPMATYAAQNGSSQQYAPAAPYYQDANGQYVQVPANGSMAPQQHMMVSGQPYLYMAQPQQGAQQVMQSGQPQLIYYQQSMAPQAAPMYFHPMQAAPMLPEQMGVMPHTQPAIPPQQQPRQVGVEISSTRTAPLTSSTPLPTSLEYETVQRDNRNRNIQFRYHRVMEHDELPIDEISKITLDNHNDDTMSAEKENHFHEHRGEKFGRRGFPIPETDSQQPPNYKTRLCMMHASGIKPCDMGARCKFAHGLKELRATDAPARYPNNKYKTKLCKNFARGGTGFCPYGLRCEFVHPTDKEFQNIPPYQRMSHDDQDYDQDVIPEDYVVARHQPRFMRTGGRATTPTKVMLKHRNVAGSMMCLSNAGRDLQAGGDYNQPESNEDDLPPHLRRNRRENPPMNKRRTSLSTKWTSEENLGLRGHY
GLD-1 RNA inh = GLD-1-TGE RNA interaction inhibition (C. elegans); Q17339; purified GLD-1 + fluorescein TGE RNA, fluorescence polarization; inhibition, % at 5.96 µM; actives 0.44% (n = 320,000); AID 2280;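 active = percent inhibition above a per-plate cutoff, the plate mean of test compounds plus 3 SD, cut at about 30% in these data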;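 also: 0% = DMSO wells with GLD-1 and probe and 100% = wells lacking GLD-1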
MCL1 BIM primary = inhibitors of human MCL1 binding to BIM-BH3 peptide; Q07820; GST-MCL1 / FITC-Bim-BH3 fluorescence polarization; inhibition, % at 10.9 µM; actives 0.68% (n = 320,000); AID 2057;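 active = inhibition above the mean inhibition of all tested compounds plus 3 SD, set per campaign, cut at about 40% in these data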;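 also: 0% = DMSO wells and 100% = unlabeled Bim-BH3 peptide control; higher means more loss of mP so more displacement of Bim peptide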
BCLXL inh = blocks human Bcl-xL binding to Bim BH3 peptide | Q07817 | GST-Bcl-xL / FITC-Bim BH3 peptide fluorescence polarization | inhibition, % at 10.9 µM | actives 0.7% (n = 320,000) | AID 2129;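 active = inhibition above the mean of all tested compounds plus 3 SD, cutoff set per campaign, cut at about 30% in these data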;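 also: 0% = DMSO wells and 100% = unlabeled Bim-BH3 peptide competitor; inhibitors lower millipolarization by displacing the labeled peptide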
GRK2 aptamer HTS = human GRK2 inhibition via aptamer displacement. P25098. bead flow cytometry, FAM-aptamer displacement from GRK2. inhibition of aptamer binding, % at 10 µM. actives 0.59% (n = 330,000). AID 488847;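 active = inhibition of aptamer binding above 40%, roughly 3 SD of noise, on plates passing a quality check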;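 also: median bead fluorescence of bound FAM aptamer so fluorescent compounds give negative values; no value below 0 was filed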
VLA-4 inh = inhibition in a human VLA-4 binding assay; actives 0.2% (n = 330,000); inhibition, % (about 7 µM as worked out from the volumes in the protocol); AID 2557; P13612; VLA-4 expressing cells, ligand binding flow cytometry; in the data active = inhibition above about 50%
Fam108B inh = Fam108B inhibition, counter-screen for RBBP9 inhibitors; recombinant Fam108B, FP-Rh probe fluorescence polarization; inhibition, % at 9.51 µM; actives 0.33% (n = 300,000);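 active = inhibition above the screen mean inhibition plus 3 SD, computed separately per campaign, cut at about 18% in these data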;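 also: inhibitors lower polarization as less probe binds the enzyme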
PME-1 primary = blocks human protein phosphatase methylesterase 1. Q9Y570. recombinant PME-1, FP-Rh probe fluorescence polarization. inhibition, % at 5.9 µM. actives 0.53% (n = 320,000);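 active = inhibition above the campaign mean of all compounds plus 3 SD, cut at about 26% in these data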;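 also: competitive labeling of PME-1 active site by serine hydrolase directed probe; 0% = PME-1 with DMSO and 100% = wells lacking PME-1 enzyme; inhibitors block probe labeling so polarization falls and inhibition rises; many of its hits are not listed in these tables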
Target sequence (Q9Y570 whole entry, looked up): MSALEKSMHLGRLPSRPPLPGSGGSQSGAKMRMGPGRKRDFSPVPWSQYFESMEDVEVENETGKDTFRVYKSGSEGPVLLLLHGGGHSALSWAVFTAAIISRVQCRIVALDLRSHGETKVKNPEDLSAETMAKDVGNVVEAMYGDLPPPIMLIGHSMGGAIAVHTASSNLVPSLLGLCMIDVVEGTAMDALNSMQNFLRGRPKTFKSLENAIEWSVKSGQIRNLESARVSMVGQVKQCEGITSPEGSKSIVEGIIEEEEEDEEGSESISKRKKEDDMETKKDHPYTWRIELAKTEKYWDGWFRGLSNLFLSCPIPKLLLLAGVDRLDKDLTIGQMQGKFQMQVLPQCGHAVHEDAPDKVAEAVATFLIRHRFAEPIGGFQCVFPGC
An asterisk follows results filed as active; ? = inconclusive; · = not tested or not shown.

The line under a structure holds: Efflux pump inh	MEX-5 binding	GLD-1 RNA inh	MCL1 BIM primary	BCLXL inh	GRK2 aptamer HTS	VLA-4 inh	Fam108B inh	PME-1 primary
1) COc1ccc(C(=O)NNS(=O)(=O)c2ccccc2)cc1OC
→ 0.1	0.9	3	-9	-5	0	6	3	2
2) COc1ccc(C2=NN(S(C)(=O)=O)C(c3cccs3)C2)cc1 (stereo not drawn)
→ 0.1	3.9	-6	-1	-1	0	-40	6	4
3) O=C(NCCc1nnc2ccc(SCC(=O)N3CCCC3)nn12)c1ccccc1
→ 0.1	1.3	-7	-1	1	1	-4	1	1
4) COc1cc(OC)cc(-c2cc3ccc(F)cc3cn2)c1
→ 0.0	·	3	·	·	1	15	·	·
5) O=C1Nc2cc(C(=O)NCCN3CCCCCC3)ccc2S/C1=C\c1ccccc1
→ 0.0	-2.2	-4	4	1	0	12	-5	-9
6) O=c1cc(COc2ncnc3c(Cl)cc(Cl)cc23)nc2sccn12
→ 0.0	-3.0	1	2	-2	0	8	3	5
7) Nc1cc(=O)[nH]c(SCC(=O)Nc2cc([N+](=O)[O-])ccc2Cl)n1
→ 0.5	0.1	0	-5	-2	5	5	-4	2
8) O=C1CCCc2ccccc2N1
→ 0.1	0.5	-1	8	7	6	-1	-2	-5
9) CCCC1(C(=O)OC)NC(c2ccc(OC)c(OC)c2)C2C(=O)N(c3ccc4c(c3)OCO4)C(=O)C21 (stereo not drawn)
→ 0.4	-0.6	-6	2	2	0	-2	-6	-3
10) O=C(/C=C/c1ccc([N+](=O)[O-])cc1)OCc1cnc(-c2ccccc2)o1
→ 0.0	0.6	-1	3	7	0	-9	-2	2
11) CC1COc2ccccc2N1C(=O)c1ccc(F)cc1 (stereo not drawn)
→ 0.8	-1.7	1	39	-3	0	2	-3	-2
12) O=C(/C=C/c1cccc([N+](=O)[O-])c1)N1CC[C@@]2(O)CCCC[C@H]2C1
→ -0.2	-0.7	8	6	4	0	-2	4	2
13) O=C(COC(=O)CCSc1ccccc1)NCc1ccccc1Cl
→ 1.0	0.0	5	17	0	0	30	-2	7
14) COc1cccc(CNC(=O)c2ccccc2-c2ccccc2C(=O)O)c1
→ 0.2	2.3	-10	-3	-6	8	20	-2	4
15) O=C(NCc1ccccn1)Nc1cccc(NC(=O)NCc2ccccn2)c1
→ -0.1	4.7	-2	13	8	0	6	1	2
16) Cc1cccc2nc(CSc3nnc4ccccn34)cn12
→ -0.1	1.6	-5	-3	1	0	-1	3	-2
17) CC(NC(=O)C1CCC(=O)N1Cc1ccc(F)cc1)c1ccc2c(c1)OCCO2 (stereo not drawn)
→ -0.1	-3.1	-1	3	5	0	13	-1	4
18) COC(=O)c1cc(OC)c(OC)cc1NC(=S)N1CCCC1
→ -0.1	-0.9	2	3	0	2	-2	2	-4
19) COc1nc(OC)nc(N2CCC(C(=O)NCc3ccco3)CC2)n1
→ 0.0	-1.3	1	5	5	0	2	-1	3
20) O=C(O)CCc1nc(-c2ccccc2Cl)no1
→ 0.0	0.9	6	5	7	0	14	2	3

Remaining list, next part
The line under a structure holds: Efflux pump inh	MEX-5 binding	GLD-1 RNA inh	MCL1 BIM primary	BCLXL inh	GRK2 aptamer HTS	VLA-4 inh	Fam108B inh	PME-1 primary
21) C=CCn1c2ccccc2c2n[nH]c(=S)nc21
→ 0.0	-0.5	·	·	·	1	-5	·	·
22) COc1ccc(Nc2cc(C(=O)NCCCN3CCOCC3)c3ccccc3n2)cc1OC
→ -0.1	-0.6	5	0	5	2	18	0	-5
23) CCCCCn1c(-c2ccco2)nc2nc3ccccc3nc21
→ 0.1	-1.1	-6	-5	-5	6	-15	-2	-6
24) O=c1[nH]ncc(N2CCCCC2)c1Cl
→ 0.3	2.0	1	-7	-1	0	3	-4	1
25) COc1ccc2nc3c(c(-c4ccccc4)c2c1)CCC3
→ ·	2.1	-1	4	3	·	·	1	-2
26) CC1CCCN(c2c([N+](=O)[O-])c(=O)oc3ccccc23)C1 (stereo not drawn)
→ 0.0	2.1	-1	0	2	0	6	-1	-3
27) O=C(COC(=O)c1ccc(O)cc1O)NC1CC1
→ 0.2	·	2	-4	0	2	-4	·	-11
28) CC(C)[C@@H]1CC[C@@H](C)C[C@H]1OC(=O)C[n+]1cc(-c2ccc(Cl)cc2)n2c1CCCCC2
→ 0.0	1.2	-12	3	1	0	8	0	-3
29) COc1ccc(CNC(=O)C2CCCN2S(=O)(=O)c2ccc(Cl)cc2)cc1 (stereo not drawn)
→ -0.1	-0.4	2	-4	0	0	11	2	4
30) Cc1cc(C)c(S(=O)(=O)N2CCN(c3ccc([N+](=O)[O-])c(-n4nc(C)cc4C)c3)CC2)c(C)c1
→ -0.1	-2.5	3	1	5	3	-11	-4	-3
31) CC(Cc1cccs1)NC(=O)Nc1ccccc1 (stereo not drawn)
→ 0.0	-1.0	6	9	8	0	8	-1	1
32) CCCCCc1cc(=O)oc2c(C(CCN3CCCCC3)c3cc(OC)c(OC)c(OC)c3)c(OC)cc(OC)c12 (stereo not drawn)
→ 0.5	2.6	6	2	2	0	5	3	7
33) COc1ccc(CCNC(=O)CCn2c(SCC#N)nc3ccccc3c2=O)cc1OC
→ 0.0	-0.2	3	1	3	0	-27	2	-1
34) CC(C)NC(=O)Cn1c(SCC(=O)NC2CCCC2)nc2ccccc21
→ -0.1	-0.2	2	-6	2	0	19	0	0
35) Cc1ccc(C(C(=O)NC(C)(C)C)N(Cc2ccco2)C(=O)Cn2nnc(-c3cccs3)n2)cc1 (stereo not drawn)
→ 0.0	-1.5	5	10	8	1	-3	6	2
36) Cc1cccc(-c2nc3c(c(SCC(N)=O)n2)CCCC3)c1
→ 0.2	-0.8	1	5	5	0	7	2	11
37) CCOC(=O)NN1C(=O)c2ccccc2NC1c1ccc(OC)cc1OC (stereo not drawn)
→ -0.2	-0.1	1	0	7	1	-2	1	-3
38) CC(C)c1cc(C(N)=O)c(NC(=O)c2cccc(COc3ccc(Br)cc3)c2)s1
→ 0.2	?	0	-5	-2	0	0	-36	-77
39) CCCCc1ccc(NC(=S)N2CCN(c3ncccn3)CC2)cc1
→ 0.1	1.4	2	7	4	0	3	-2	-3
40) O=C(N/C(=C\c1cccc([N+](=O)[O-])c1)C(=O)N1CCOCC1)c1ccco1
→ -0.1	0.1	7	6	6	0	0	1	1

Further records
The line under a structure holds: Efflux pump inh	MEX-5 binding	GLD-1 RNA inh	MCL1 BIM primary	BCLXL inh	GRK2 aptamer HTS	VLA-4 inh	Fam108B inh	PME-1 primary
41) Clc1ccc(CSc2nnc(-c3c[nH]c4ccccc34)o2)cc1
→ -0.2	-3.0	3	3	4	0	7	-7	-5
42) Cc1ccccc1NC(=S)N(CCCN1CCOCC1)Cc1cccs1
→ -0.1	1.4	1	9	0	1	9	4	2
43) CC(=O)Nc1cccc(N(C)S(C)(=O)=O)c1
→ 0.1	0.1	3	-9	0	0	17	-1	-13
44) O=S(=O)(NCc1cccnc1)c1cccc2cccnc12
→ 0.1	-3.7	5	3	5	0	2	2	2
45) O=C(O)CC1(CC(=O)NCc2cccc(Cl)c2)CCCCC1
→ -0.1	0.5	-1	4	5	0	11	-5	2
46) Nc1nc(SCC(=O)NCCCO)nc2sc3c(c12)CCC3
→ 0.1	1.5	3	1	0	0	35	0	-3
47) Cc1ccccc1OCC(=O)Nc1ccc2c(c1)OCCO2
→ -0.1	2.7	0	8	8	0	-8	4	10
48) COc1ccccc1C(=O)ON=C1c2ccccc2-c2ccccc21
→ -0.6	-0.3	4	4	-1	0	-12	-19	-6
49) O=C(Cn1nc(Cc2cccnc2)c2ccccc2c1=O)N1CCN(c2ccccn2)CC1
→ -0.1	·	0	2	2	1	23	-4	-6
50) COc1ccc(CCN(C)C(=O)CN2C(=O)NC3(CCCc4ccccc43)C2=O)cc1OC (stereo not drawn)
→ -0.1	-0.2	17	-1	4	2	14	-2	-2
51) COc1cc(C(C)=O)ccc1OCC(O)CN1CCN(c2ccccc2)CC1 (stereo not drawn)
→ 0.0	0.2	-3	1	1	3	7	-5	5
52) Cc1noc(C(=O)Nc2c(C)nn(Cc3ccccc3)c2C)c1Cl
→ 0.0	-1.3	3	-2	2	1	19	3	-7
53) CC(C)(C)c1ccc(C(=O)NNC(=O)c2ccc(Cl)cc2)cc1
→ 0.1	1.6	-3	7	3	1	4	6	-1
54) Cc1cc(-c2ccc(S(=O)(=O)N3CCN(C)CC3)s2)on1
→ -0.1	-0.9	-4	-7	3	1	15	1	-5
55) Cn1c(CNc2ccccc2)nc2ccccc21
→ 0.1	0.4	-2	4	5	2	26	-2	-5
56) CCOc1ccc(NC(=O)CC2S/C(=N/N=C3CCCCCC3)NC2=O)cc1 (stereo not drawn)
→ -0.2	1.4	39*	2	0	1	9	4	1

Some of the entries so far, with tabs:
entry	Structure	Efflux pump inh	MEX-5 binding	GLD-1 RNA inh	MCL1 BIM primary	BCLXL inh	GRK2 aptamer HTS	VLA-4 inh	Fam108B inh	PME-1 primary
16	Cc1cccc2nc(CSc3nnc4ccccn34)cn12	-0.1	1.6	-5	-3	1	0	-1	3	-2
17	CC(NC(=O)C1CCC(=O)N1Cc1ccc(F)cc1)c1ccc2c(c1)OCCO2 (stereo not drawn)	-0.1	-3.1	-1	3	5	0	13	-1	4
18	COC(=O)c1cc(OC)c(OC)cc1NC(=S)N1CCCC1	-0.1	-0.9	2	3	0	2	-2	2	-4
19	COc1nc(OC)nc(N2CCC(C(=O)NCc3ccco3)CC2)n1	0.0	-1.3	1	5	5	0	2	-1	3
20	O=C(O)CCc1nc(-c2ccccc2Cl)no1	0.0	0.9	6	5	7	0	14	2	3
21	C=CCn1c2ccccc2c2n[nH]c(=S)nc21	0.0	-0.5	·	·	·	1	-5	·	·

A portion of the library; rates above refer to the full screens.
